Fh CTSL1 inh = Fasciola hepatica cathepsin L1 inhibitors, primary screen, counter-screen for PFM18AAP inhibitor project, biochemical, QFRET, fluorogenic peptide substrate; recombinant F. hepatica cathepsin L1, Z-Leu-Arg-MCA fluorescence; inhibition, % at 5.96 µM; actives 0.49% (n = 300,000); AID 1906, 2009;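 active = inhibition above the mean of all tested compounds plus 3 SD, set per screening campaign, cut at about 17% in these data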;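 also: 0% = plate median of test compound wells and 100% = 1 µM Z-Phe-Ala-diazomethylketone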
PP5 primary = PP5 phosphatase inhibitors, primary screen, biochemical, fluorescence | Serine/threonine-protein phosphatase 5 (Homo sapiens), P53041 | purified PP5c, OMFP substrate fluorescence | inhibition, % at 6.7 µM | actives 0.18% (n = 320,000);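 active = inhibition above the campaign's mean inhibition across all tested compounds plus 3 SD, cut at about 9.5% in these data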;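 also: 0% = DMSO only and 100% = 100 µM cantharidin control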
GRK2 inh = compounds blocking aptamer binding on GRK2 – biochemical, human GRK2, bead flow cytometry, HTS, primary screen; AID 488847, 2010; actives 0.59% (n = 330,000); inhibition of aptamer binding, % at 10 µM; FAM-aptamer displacement from GRK2; Beta-adrenergic receptor kinase 1 (Homo sapiens), P25098;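 active = inhibition of aptamer binding above 40%, roughly 3 SD of noise, on plates passing a quality check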;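 also: median bead fluorescence of bound FAM aptamer so fluorescent compounds give negative values; no value below 0 was filed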
HCV core dimer = inhibitors of HCV core protein dimerization, primary screen, biochemical, TR-FRET, high-throughput; TR-FRET GST/Flag-core106 dimerization, 1536-well; inhibition, % at 5 µM; actives 0.33% (n = 300,000); AID 1899, 2009;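 active = inhibition above the mean of all tested compounds plus 3 SD, set per screening campaign, cut at about 45% in these data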
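test system = GST/Flag-tagged HCV core106 proteins | probe or stimulus = Eu donor and XL665 acceptor anti-tag antibodies | times = compound-protein-antibody incubation 4 h at 22.5 °C | signal = TR-FRET, excitation 340 nm, emission 617 and 671 nm | measure = percent inhibition of core106 dimerization signal | controls = wells lacking GST-core106 and wells with excess unlabelled core106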
GASC-1 inh = inhibitors of GASC-1 histone demethylase, primary screen, biochemical, fluorescence, DELFIA europium | actives 0.069% (n = 330,000) | inhibition, % at 2.35 µM | GST-JMJD2C(1-420) H3K9me3 demethylation;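 active = more than half of a compound's replicate wells show inhibition beyond 50%, single wells judged on their own value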;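 also: signal counts dimethyl H3K9 product captured on neutravidin plate; 0% = median of DMSO wells and 100% = 0.3 times that DMSO median; strong numbers were not always called active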
VLA-4 inh = inhibition in human VLA-4 binding assay, primary screen, VLA-4 allosteric modulator project, MLPCN library, flow cytometry, VLA-4 expressing cells. Integrin alpha-4 (Homo sapiens), P13612. ligand binding flow cytometry. inhibition, % (about 7 µM as worked out from the volumes in the protocol). actives 0.2% (n = 330,000); in the data active = inhibition above about 50%
Target sequence (P13612 whole entry, looked up): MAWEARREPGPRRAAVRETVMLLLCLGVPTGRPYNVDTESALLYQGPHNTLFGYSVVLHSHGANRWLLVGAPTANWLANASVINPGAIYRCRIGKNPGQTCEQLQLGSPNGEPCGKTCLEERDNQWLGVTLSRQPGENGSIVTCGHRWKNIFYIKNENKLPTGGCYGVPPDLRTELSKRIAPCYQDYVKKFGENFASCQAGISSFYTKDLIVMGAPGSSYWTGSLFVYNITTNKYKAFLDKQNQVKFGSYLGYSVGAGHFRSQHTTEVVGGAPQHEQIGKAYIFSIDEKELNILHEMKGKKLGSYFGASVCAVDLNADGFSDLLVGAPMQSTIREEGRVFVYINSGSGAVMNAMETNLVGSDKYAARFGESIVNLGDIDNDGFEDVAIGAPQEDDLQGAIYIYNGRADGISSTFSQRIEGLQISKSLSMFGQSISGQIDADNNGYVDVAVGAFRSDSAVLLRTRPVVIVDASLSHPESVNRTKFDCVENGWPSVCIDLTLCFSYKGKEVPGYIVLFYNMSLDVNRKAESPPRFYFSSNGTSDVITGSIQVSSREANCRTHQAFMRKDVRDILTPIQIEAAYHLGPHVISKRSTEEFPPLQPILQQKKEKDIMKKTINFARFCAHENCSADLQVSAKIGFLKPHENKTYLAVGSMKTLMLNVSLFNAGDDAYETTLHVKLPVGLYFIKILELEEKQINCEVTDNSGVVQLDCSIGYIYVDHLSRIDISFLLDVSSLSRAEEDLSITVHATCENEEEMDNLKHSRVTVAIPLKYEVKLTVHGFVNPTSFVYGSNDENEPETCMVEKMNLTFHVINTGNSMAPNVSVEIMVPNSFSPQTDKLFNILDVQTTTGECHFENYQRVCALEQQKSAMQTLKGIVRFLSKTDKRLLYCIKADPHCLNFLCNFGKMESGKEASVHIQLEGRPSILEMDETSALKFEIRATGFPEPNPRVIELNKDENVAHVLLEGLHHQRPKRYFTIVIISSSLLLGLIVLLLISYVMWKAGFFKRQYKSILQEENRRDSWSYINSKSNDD
proCasp7 act = procaspase-7 activators, primary screen, counter-screen for procaspase-3 activator project, biochemical, absorbance, HTS, human; actives 0.093% (n = 330,000); AID 463210, 2010; activation, % at 8.5 µM; recombinant procaspase-7, Ac-DEVD-pNA absorbance 405 nm; D23A/D198A/D206A triple mutant, cannot self-cleave; scale: DMSO 0, 5 µM enzyme 100;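 active = percent activation above the screen-wide mean plus 3 SD, cut at about 25% in these data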
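Assay system: Uncleavable procaspase-7 mutant enzyme; Input: 2 µM procaspase-7 mutant as dispensed; Also added: DEVD-pNA substrate; Medium: Zinc-free HEPES pH 7.4 with 300 mM NaCl, 0.01% Triton X-100; Timing: 1 h compound preincubation, 2 h substrate cleavage, 25 °C; Measured by: Epi-absorbance of released pNA at 405 nm, two timepoints.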
PP1 inh = PP1-alpha phosphatase inhibitors, primary screen, counter-screen for PP5 inhibitor project, biochemical, fluorescence, OMFP substrate, single point; Serine/threonine-protein phosphatase PP1-alpha catalytic subunit (Homo sapiens), P62136; purified PP1alpha; inhibition, % at 6.7 µM; actives 0.9% (n = 320,000);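 active = inhibition above the mean inhibition of all tested compounds plus 3 SD, computed separately for each screening campaign, cut at about 15% in these data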
procasp3 activ = activators of human procaspase-3 D3A mutant, primary screen, biochemical, absorbance, PC-3 D3A mutant, single concentration. Caspase-3 (Homo sapiens), P42574. recombinant procaspase-3 D3A, Ac-DEVD-pNA absorbance 405 nm. activation, % at 8.5 µM. actives 0.11% (n = 330,000);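 active = activation above the mean of all tested compounds plus 3 SD, cut at about 21% in these data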;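 also: 0% = DMSO alone and 100% = DMSO wells spiked with extra 5 µM PC-3 D3A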
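Technique: 405 nm absorbance of p-nitroaniline, reads at 0 and 120 min; Test system: Procaspase-3 D3A mutant; Incubation: 1 h enzyme-compound preincubation, then 2 h substrate reaction, 25 °C; Repeats: singlicate, each compound tested once; Benchmarks: low control DMSO wells, high control DMSO plus 5 µM PC-3 D3A.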
* marks the source's active call; other numbers are inactive results; nt = no result given.

SMILES	Fh CTSL1 inh	PP5 primary	GRK2 inh	HCV core dimer	GASC-1 inh	VLA-4 inh	proCasp7 act	PP1 inh	procasp3 activ
CC(=NNC(=O)CSc1nc2ccccc2o1)c1ccco1	nt	nt	0	nt	6	-8	-7	nt	-2
CN1CCN(C(=O)/C=C\C(=O)O)CC1	-6	1.0	2	0	-4	8	8	-3	7
NC(=O)[C@H]1CC2(CC(c3cccc(NC(=O)[C@H]4CCC(=O)N4)c3)=NO2)CN1C(=O)CC(c1ccccc1)c1ccccc1 (stereo not given in full)	-5	0.8	2	-3	19	1	-5	-1	1
COc1ccc(NS(=O)(=O)c2cc(C(=O)N3CCN(C(C)=O)CC3)ccc2Cl)cc1	-1	3.2	0	3	13	19	0	-1	-7
O=C(CSc1nccc(=O)[nH]1)NCc1ccc2c(c1)OCO2	1	1.5	2	-9	-2	-1	-9	16*	-1
Cc1cc(N2CCCCC2)nc(N2CCOCC2)n1	-3	0.3	0	0	-5	8	9	-1	-2
CN1CCN(c2nc(-c3ccc(Br)cc3)nnc2-c2ccccc2)CC1	-3	1.3	1	-8	-1	7	-7	5	-9
Cn1cnc2c(oc3ccccc32)c1=O	7	0.6	3	3	-10	1	4	-2	-8
CCOC(=O)C1CCCN(Cc2cc(=O)oc3cc(C)c(C(C)C)cc23)C1 (stereo not given)	-2	0.9	0	6	-6	-3	1	7	5
O=C(Oc1cccc(N2C(=O)CCC2=O)c1)C1CC(=O)N(c2ccc(Br)cc2)C1 (stereo not given)	-6	-0.6	1	-5	-3	8	1	-7	-3
C=CCn1c(C(CCC(C)C)CC(C)(C)O)n[nH]c1=S (stereo not given)	-1	-1.3	3	0	-7	10	-6	-4	-10
Cc1cccc(C(=O)NCC(=O)N2CC(=O)Nc3ccccc32)c1	2	-2.1	2	0	9	8	17	-4	1
COc1ccc(C(C(=O)NC2CCCC2)N(Cc2cccnc2)C(=O)Cc2cccs2)c(OC)c1 (stereo not given)	-1	2.4	0	4	1	-4	1	3	0
CCOc1c(OC(C)=O)ccc(/C=C/c2ccc3cccc(OC(C)=O)c3n2)c1[N+](=O)[O-]	-19	2.2	0	1	-1	4	7	8	5
C/C(CC(=O)NCc1ccco1)=N\NC(=O)c1ccc(Cl)cc1Cl	-4	1.6	2	3	-6	25	-2	2	0
CCCn1nnc(NC(=O)c2cccnc2Cl)n1	0	-1.2	0	1	-4	1	11	-3	-1
Cn1cccc1/C=N/NC(=O)c1sc2ccccc2c1Cl	3	0.3	1	2	2	5	1	2	-10
COc1ccc(-c2noc(CN(C)C(=O)c3ccoc3C)n2)cc1	5	-1.2	6	4	5	-7	-2	-3	-1
Cn1c(N2CCCC2)nc2c1c(=O)n(Cc1cccc(F)c1)c(=O)n2C	2	2.8	3	-3	2	1	-4	1	10
OCCNCc1ccc(OCc2ccc(Cl)cc2Cl)cc1	-1	3.2	0	-4	-21	28	3	1	0

4 entries from above, with each value named.
> C/C(CC(=O)NCc1ccco1)=N\NC(=O)c1ccc(Cl)cc1Cl
  Fh CTSL1 inh = -4; PP5 primary = 1.6; GRK2 inh = 2; HCV core dimer = 3; GASC-1 inh = -6; VLA-4 inh = 25; proCasp7 act = -2; PP1 inh = 2; procasp3 activ = 0

> CCCn1nnc(NC(=O)c2cccnc2Cl)n1
  Fh CTSL1 inh = 0; PP5 primary = -1.2; GRK2 inh = 0; HCV core dimer = 1; GASC-1 inh = -4; VLA-4 inh = 1; proCasp7 act = 11; PP1 inh = -3; procasp3 activ = -1

> Cn1cccc1/C=N/NC(=O)c1sc2ccccc2c1Cl
  Fh CTSL1 inh = 3; PP5 primary = 0.3; GRK2 inh = 1; HCV core dimer = 2; GASC-1 inh = 2; VLA-4 inh = 5; proCasp7 act = 1; PP1 inh = 2; procasp3 activ = -10

> COc1ccc(-c2noc(CN(C)C(=O)c3ccoc3C)n2)cc1
  Fh CTSL1 inh = 5; PP5 primary = -1.2; GRK2 inh = 6; HCV core dimer = 4; GASC-1 inh = 5; VLA-4 inh = -7; proCasp7 act = -2; PP1 inh = -3; procasp3 activ = -1

Next section
SMILES	Fh CTSL1 inh	PP5 primary	GRK2 inh	HCV core dimer	GASC-1 inh	VLA-4 inh	proCasp7 act	PP1 inh	procasp3 activ
Cn1nnnc1SCC1=C(C(=O)O)N2C(=O)C(NC(=O)Cn3nc(C(F)F)cc3C3CC3)C2SC1 (stereo not given)	7	-0.5	18	-4	1	-4	-19	-2	-23
Cc1ccc(N=Nc2ccc(O)c3ncccc23)cc1C	2	1.1	0	1	-14	7	1	-1	1
CC(=O)NS(=O)(=O)c1ccc(NC(=O)CSc2ccc(C)cc2)cc1	1	-0.9	0	0	-1	1	-1	-1	3
COC(=O)c1ccc(-c2cc3onc(-c4ccccc4)c3c(=O)n2C)cc1	6	3.6	3	-3	-1	-8	3	1	-7
CCOC(=O)C1(CCc2ccccc2)CCN(C(=O)c2cc(C)nc(C)n2)CC1	-1	0.4	4	1	6	6	12	-1	-2
C#CCOCCOCCOCCNc1nc(N2CCN(C(=O)C([C@@H](C)CC)n3cc(C(N)COC(=O)C(F)(F)F)nn3)CC2)nc(N2CCN(C(=O)[C@H](CCCCN)n3cc(C(N)[C@H](C)CC)nn3)CC2)n1 (stereo not given in full)	31*	2.2	0	-15	16	-2	-2	17*	2
COC(=O)c1[nH]c2ccccc2c1NC(=O)CN1CCN(C/C=C/c2ccccc2)CC1	-2	2.7	0	5	-3	12	0	-3	2
Cc1ccccc1C(=O)NCCn1cc(SCC(=O)NCC2CCCO2)c2ccccc21 (stereo not given)	-1	3.5	4	-11	-1	11	-4	1	-2
COC(=O)c1sc2ccccc2c1NC(=O)c1ccc(S(=O)(=O)N2CC(C)CC(C)C2)cc1 (stereo not given)	-2	-1.9	2	8	-14	21	-5	2	1
COc1cc2[nH]c(C(=O)Nc3ccc4c(c3)OCCO4)cc2c(OC)c1OC	3	-0.3	2	-7	-1	9	-1	0	7
Cn1c(CCC(=O)O)nc2cc(S(=O)(=O)N3CCCCC3)ccc21	nt	1.1	0	nt	1	21	-17	-2	-10
O=C(Nc1cccnc1)c1cc([N+](=O)[O-])ccc1Cl	1	2.9	0	-4	15	-12	2	-4	0
COc1cccc(/C=C/C(=O)c2ccc(C)c([N+](=O)[O-])c2)c1	-3	3.6	2	4	-3	8	-7	-1	-3
CC(C)CNC(=O)c1coc(=O)c(Br)c1	8	4.1	0	1	8	18	-22	-1	-5
CCCc1cc(=O)[nH]c(SCC(=O)c2ccc(S(=O)(=O)N3CCCC3)cc2)n1	2	1.3	4	1	0	27	-15	-1	-2
N#Cc1ccccc1CSc1ccc(-c2nc3ccccc3[nH]2)cn1	4	0.1	1	-12	8	-4	-6	-1	11
Cc1nc(NCc2ccco2)c2oc3ccccc3c2n1	0	-2.0	5	2	-29	0	-5	-1	-5
Cc1nnc(SCC(=O)Nc2ccc(S(N)(=O)=O)cc2)n(N)c1=O	nt	nt	30	nt	8	-1	-4	nt	-1
O=c1[nH]cnc2c1C1(CCCC1)Cc1ccccc1-2	-3	2.4	0	-6	5	-1	8	-4	4
Cc1[nH]nc(N=CC2=C(O)CC(c3ccco3)CC2=O)c1-c1ccc(Cl)cc1 (stereo not given)	3	-0.3	0	8	20	10	-1	-1	2
O=S(=O)(c1ccc(NC(=S)Nc2ccccc2)cc1)N1CCOCC1	0	0.3	6	-4	10	1	13	-3	2
Cc1c(C(=O)Nc2ccc(F)cc2)sc2ncn(CC(=O)N3CCCCC3)c(=O)c12	0	1.1	0	-52	-1	-4	-5	3	1
CCOC(=O)COc1ccc([N+](=O)[O-])cc1	3	2.2	0	-6	-6	9	-14	-5	-6
Cc1cc(C)n(-c2c(F)c(F)c(CO)c(F)c2F)n1	-1	-0.3	0	-6	11	9	16	-1	1
CN(c1ccccc1)S(=O)(=O)c1cccc(C(=O)NC2CCCCC2)c1	nt	0.6	0	nt	2	-8	-4	-3	4
CCOC(=O)Cc1csc(NC(=O)CSc2nccn2C)n1	-2	2.4	0	-7	6	13	-2	-2	1
CCCN1CCN(C(=S)Nc2ccccc2C(F)(F)F)CC1	0	2.3	0	3	4	7	-1	0	-2
Cc1ccc(S(=O)(=O)NCCC(=O)NC2CCCC2)cc1	5	-0.1	3	1	1	8	-6	0	5
COc1ccc(/C=N/NC(=O)c2cc(-c3cccn3C)n[nH]2)cc1OC	6	-0.1	0	3	-1	nt	-5	0	4
O=C(CN1CCOCC1)N/N=C/c1ccco1	-2	3.3	5	-1	-7	12	-2	0	-3
Cc1ccc(OCC(=O)Nc2sc3c(c2C#N)CC(C)(C)NC3(C)C)cc1	3	-0.4	0	0	11	1	2	-5	7
COc1ccc(C2C(C#N)=C(N)Oc3c2oc(CO)cc3=O)c(OC)c1OC (stereo not given)	1	-2.4	0	1	8	-1	-11	-4	1
CCCCP(=O)(CCCC)CCP(=O)(c1ccccc1)c1ccccc1	-4	2.2	0	4	3	6	8	-2	-2
O=C(/C=C/c1ccccc1)C1=C(O)C(=O)N(CCO)C1c1ccc2c(c1)OCO2 (stereo not given)	5	1.0	0	3	17	5	-22	0	-7
CCCC(=NCCc1c(C)[nH]c2ccccc12)C1=C(O)CC(c2ccccc2)CC1=O (stereo not given)	-4	8.0	5	1	-40	12	-5	0	-2
O=C(NCc1ccccc1)c1ccc(C(=O)N(C2CCCCC2)C2CCCCC2)cc1	8	4.4	1	10	12	7	4	2	2
O=C1c2ccccc2C(=O)N1CCCc1c[nH]c2ccc(Cl)cc12	-1	4.9	2	-6	-3	12	7	-2	-1
Cc1ccc(NC(=O)Nc2cccnc2)cc1	-1	3.2	3	-2	20	3	3	-3	10
CC(=O)NC1C(Oc2ccc3c(C)cc(=O)oc3c2)OC(COC(C)=O)C(OC(C)=O)C1OC(C)=O (stereo not given)	1	1.3	5	3	-2	-10	-4	1	4
CC(C)(C)NC(=S)N1CCC(C(=O)c2ccc(Cl)cc2)CC1	-1	-2.1	1	4	2	-1	4	-5	2
COc1ccccc1NC(=O)CN1CCCCCC1	2	-0.9	0	-2	-2	8	6	0	12
COc1ccc(CCC(=O)OCC(=O)N2CCN(S(=O)(=O)c3ccc(C)cc3C)CC2)cc1	nt	1.3	1	nt	-3	-11	4	-3	-4
Cn1cnnc1SCC(=O)Nc1cccc(S(=O)(=O)N2CCOCC2)c1	-4	-1.0	1	-2	-1	-3	-2	-3	-8

High-throughput results (PubChem)
